# Compound activity: PubChem BioAssay, several laboratories
# CRFBP-R2 agonist = agonists of CRF-BP/CRF-R2 complex, primary screen, cell-based, HEK293, calcium dye fluorescence, uHTS. calcium dye fluorescence (FLIPR); percent of saturating CRF peptide response. activation, % at 13.2 µM. 0.46% of 350,000 active;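 active = activation of at least 50%, plus an integration ratio under a set limit after plate pattern correction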;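 also: plate controls were neutral control wells without compound for no effect and CRF at EC100 for full effect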
# CRFBP-R2 block = antagonists of CRF-BP/CRF-R2 complex, primary screen, cell-based, HEK293, calcium dye fluorescence, uHTS | CRF-induced calcium fluorescence | inhibition, % at 11.8 µM | 0.59% of 350,000 active | AID 588475, 2011;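 active = inhibition of the ligand-induced calcium signal above about 50% at the single tested concentration, limit read from the data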
# M4 PAM = human M4 muscarinic receptor positive allosteric modulators, primary screen, CHO-K1 cells, Fluo-8 calcium fluorescence; Muscarinic acetylcholine receptor M4 (Homo sapiens), P08173; CHO-K1 hM4/Gqi5, ACh EC20; 0% = ACh EC20, 100% = maximal ACh; activation, % at 3 µM; 0.4% of 360,000 active; AID 624126, 2012;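 active = activation above its plate's cutoff, the mean activation of sample wells plus 3 SD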; also: some results filed as inactive read as strong as hits
# Target sequence (P08173 whole entry, looked up): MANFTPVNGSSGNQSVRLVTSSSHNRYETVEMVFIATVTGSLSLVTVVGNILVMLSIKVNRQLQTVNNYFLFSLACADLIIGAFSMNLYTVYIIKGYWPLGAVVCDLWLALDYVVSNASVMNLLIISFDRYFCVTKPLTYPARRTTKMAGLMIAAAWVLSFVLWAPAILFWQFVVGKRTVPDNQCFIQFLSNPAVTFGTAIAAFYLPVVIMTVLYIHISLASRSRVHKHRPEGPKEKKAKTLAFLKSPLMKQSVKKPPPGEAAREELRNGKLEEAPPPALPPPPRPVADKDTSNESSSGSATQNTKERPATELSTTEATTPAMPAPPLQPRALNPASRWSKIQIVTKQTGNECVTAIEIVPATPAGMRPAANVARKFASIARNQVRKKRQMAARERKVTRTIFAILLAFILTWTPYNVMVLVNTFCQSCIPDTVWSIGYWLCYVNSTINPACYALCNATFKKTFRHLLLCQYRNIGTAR
# CHRM5 agonist = human M5 muscarinic receptor agonists, primary screen, CHO-K1 cells, Fluo-8 calcium fluorescence | CHO-K1 hM5 cells; 0% DMSO wells, 100% maximal acetylcholine response | Muscarinic acetylcholine receptor M5 (Homo sapiens), P08912 | 0.19% of 360,000 active | activation, % at 3 µM;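 active = activation above the run's mean over test compounds plus 3 SD, cut at about 23% in these data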;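 also: signal is peak over basal fluorescence ratio across the kinetic read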
# Target sequence (P08912 whole entry, looked up): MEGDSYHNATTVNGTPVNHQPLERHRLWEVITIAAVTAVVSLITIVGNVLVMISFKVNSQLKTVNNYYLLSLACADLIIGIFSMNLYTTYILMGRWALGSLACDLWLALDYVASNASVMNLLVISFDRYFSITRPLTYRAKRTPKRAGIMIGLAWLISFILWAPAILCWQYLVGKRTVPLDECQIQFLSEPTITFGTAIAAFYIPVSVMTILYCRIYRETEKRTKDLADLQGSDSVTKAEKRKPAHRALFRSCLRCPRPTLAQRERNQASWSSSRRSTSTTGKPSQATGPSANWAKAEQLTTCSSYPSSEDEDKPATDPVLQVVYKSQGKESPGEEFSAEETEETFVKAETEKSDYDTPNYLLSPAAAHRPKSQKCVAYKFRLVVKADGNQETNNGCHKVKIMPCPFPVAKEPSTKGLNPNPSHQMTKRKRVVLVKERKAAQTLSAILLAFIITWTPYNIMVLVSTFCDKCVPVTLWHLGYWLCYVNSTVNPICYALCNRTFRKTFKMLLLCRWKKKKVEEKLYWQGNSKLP
# M1 PAM = human M1 muscarinic receptor positive allosteric modulators, primary screen, CHO-K1 cells, Fluo-8 calcium fluorescence, 1536-well; Muscarinic acetylcholine receptor M1 (Homo sapiens), P11229; CHO-K1 hM1, ACh EC20; 0% = ACh EC20, 100% = maximal ACh; activation, % at 3 µM; 0.088% of 360,000 active; in the data active = activation above about 19%, passing the limit was not always enough
# CHRM5 antagonist = human M5 muscarinic receptor antagonists, primary screen, CHO cells, Fluo-8 calcium fluorescence; inhibition, % at 3 µM; 0.59% of 360,000 active; Muscarinic acetylcholine receptor M5 (Homo sapiens), P08912; CHO-hM5 cells, ACh EC80; AID 624040, 2012;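 active = inhibition above a per-plate cutoff, the mean of that plate's test compounds plus 3 SD, cut at about 27% in these data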;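 also: 0% = acetylcholine EC80 with DMSO and 100% = DMSO without agonist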
# M5 PAM = human M5 muscarinic receptor positive allosteric modulators, primary screen, CHO-K1 cells, Fluo-8 calcium fluorescence; 0.3% of 360,000 active; Muscarinic acetylcholine receptor M5 (Homo sapiens), P08912; AID 624038, 2012; CHO-K1 hM5, ACh EC20 PAM; 0% = ACh EC20, 100% = ACh EC100; activation, % at 3 µM;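 active = activation above the run cutoff, the mean activation of all test compounds plus 3 SD, cut at about 18% in these data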
#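 Test system: CHO-K1 hM5 cells / Doses: single-point, 3 µM nominal / Times: Post-acetylcholine fluorescence recording 140 s / Technique: Fluo-8 calcium fluorescence / Measure: Max/basal fluorescence ratio as % of EC20–EC100 ACh window / Benchmarks: low control EC20 acetylcholine (0%), high control EC100 acetylcholine (100%) / Replicates: one well per compound, no replicates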
# M4 ag = human M4 muscarinic receptor agonists, primary screen, CHO-K1 cells, Fluo-8 calcium fluorescence | 0.14% of 360,000 active | CHO-K1 hM4/Gqi5; vehicle 0%, full acetylcholine response 100% | AID 624127, 2012 | activation, % at 3 µM;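 active = activation above the run mean over all test wells plus 3 SD, cut at about 32% in these data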;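 also: peak over basal fluorescence ratio per well then scaled between controls; 0% = DMSO wells and 100% = acetylcholine at EC100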
# CHRM4 antagonist = human M4 muscarinic receptor antagonists, primary screen, CHO cells, Fluo-8 calcium fluorescence; inhibition, % at 3 µM; Muscarinic acetylcholine receptor M4 (Homo sapiens), P08173; CHO-hM4 cells, ACh EC80; 0.73% of 360,000 active;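 active = inhibition above its plate's cutoff, the mean inhibition of sample wells plus 3 SD, cut at about 27% in these data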;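 also: 0% = acetylcholine EC80 with DMSO and 100% = DMSO without agonist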
# Starred values were filed as active, the others as inactive; / = no result given.
CRFBP-R2 block,M4 PAM,M5 PAM,CHRM5 agonist,CRFBP-R2 agonist,M4 ag,M1 PAM,CHRM4 antagonist,CHRM5 antagonist,SMILES
7,-1,-3,1,-0.8,0,16,1,11,CCOC(=O)Cn1ncc2c3ccccc3n(CC(=O)OCC)c2c1=O
15,3,3,0,-1.4,0,2,6,-6,COC(=O)c1cccc(NC(=O)c2cnoc2C)c1
20,-8,-10,-8,1.3,-1,-26,6,-1,Cc1ccc(C2NC(c3ccc(C)cc3)C(C)C(=NO)C2C)cc1 (stereo unspecified)
-1,2,1,-2,-3.1,0,8,-7,-2,CNC(=S)NNC(=O)COc1ccc(C)c(C)c1
10,-10,-12,3,-0.4,12,-4,-4,5,Cn1cc(SCC(=O)NCC2CCCO2)c2ccccc21 (stereo unspecified)
-7,19,-9,2,0.1,0,18,-4,6,CCCCn1c(N)c(N(C(=O)CSc2nnnn2-c2ccc(C)cc2)C2CCCC2)c(=O)[nH]c1=O
-1,6,4,3,-1.6,5,5,-8,-1,COc1ccc(CCNC(=O)Nc2ccccc2[N+](=O)[O-])cc1
/,-2,7,-5,/,0,/,1,-11,CCOC(=O)c1c(-c2ccc(OC)cc2)oc2c1C(OC(C)=O)CCC2 (stereo unspecified)
12,2,7,-2,-3.4,1,-1,-1,2,CCCC(=O)c1c[nH]c(C(=O)NCc2ccco2)c1
10,-4,-1,1,-1.3,0,3,14,3,CN=Cc1sc2ccccc2c1O
-13,4,12,1,0.6,-1,11,-9,3,O=C(CCSCc1ccccc1Cl)NC1CCCCC1
7,-1,-4,2,-1.9,0,6,2,-2,Cc1ccc(C)c(-c2nnc(NC(=O)CCS(=O)(=O)c3ccc(F)cc3)o2)c1
-1,-4,-7,-2,1.4,3,-2,4,-9,O=C(NCCNS(=O)(=O)c1ccc(Cl)cc1)c1cc(OCC(F)(F)F)ccc1OCC(F)(F)F
6,2,2,0,-0.6,2,4,5,4,Cc1ccc2c(C)c(C(=O)Nc3cccnc3)oc2c1C
-10,4,4,-3,-0.4,1,10,-3,-1,COc1ccc(C(=O)NC2CCN(Cc3ccccc3)C2)cc1S(=O)(=O)N1CCOCC1 (stereo unspecified)
0,-5,5,4,0.1,1,6,9,-9,COc1ccc(Cc2nc3ccc(C(=O)N4C[C@@H](C)O[C@@H](C)C4)cc3o2)cc1OC
-3,-9,-4,-2,0.4,2,4,1,-2,COc1ccc(CN2CCN(Cc3csc(C(C)=O)c3)CC2CCO)c(C)c1C (stereo unspecified)
-3,-8,-7,8,-0.4,4,-1,4,4,CCOc1ccccc1N1CCN(CC(=O)Nc2ccnn2C2CCCC2)CC1
9,1,7,0,-0.5,3,1,-13,4,O=C(CNC(=O)c1cccc(Cl)c1)NCCCSc1ccccc1
-19,-1,-4,-7,-0.6,0,5,-2,-2,O=C(NC1CCCCC1)N(Cc1nc2ccccc2c(=O)[nH]1)C1CCCC1
-16,1,-2,-3,0.1,0,1,-5,13,CCC(=O)Nc1c2c(nn1-c1ccc(OC)cc1)CSC2
-4,-7,0,0,-0.2,0,3,-9,-1,O=C(NCCCn1ccnc1)c1ccc(S(=O)(=O)Nc2ccccc2)cc1
4,5,-2,2,1.4,1,2,-2,1,N#CC1=C(N)Oc2c(oc(CO)cc2=O)C1c1cccs1 (stereo unspecified)
-15,0,-6,-1,-2.4,4,3,2,10,C=CCNC(=S)N1CCc2c([nH]c3ccccc23)C1C (stereo unspecified)
-5,3,2,0,-0.6,1,3,19,-2,COc1cc(C(=O)NN2C(=O)NC3(CCC(C)CC3)C2=O)ccc1OC(F)F (stereo unspecified)
4,3,0,-1,-0.1,0,15,-8,13,Cc1cc(NC(=O)CSc2nnnn2-c2ccc(F)cc2)no1
2,2,-5,-2,-0.4,-1,5,-7,-1,CCOC(=O)CSc1nc2cccnc2n1-c1ccc(F)cc1
-17,-9,-2,-1,19,6,2,3,3,COc1ccc(/C=C/C(=O)c2ccc(C(=O)/C=C/c3ccc(OC)c(OC)c3)cc2)cc1OC
2,-4,3,-3,2.1,1,1,6,7,COC(=O)CCC(=O)OC1(C)C(=O)C=C2C=C(C3CC3)N(Cc3ccccc3)C=C2C1=O (stereo unspecified)
-3,3,-3,0,2.5,2,4,-7,5,COc1cccc(CC(=O)Nc2ccc(S(=O)(=O)N3CCOCC3)cc2)c1
23,2,-1,-6,-1.4,1,-3,-1,2,CCNC(=O)/C(C#N)=C/c1c(N2CCN(c3cccc(Cl)c3)CC2)nc2c(C)cccn2c1=O
10,3,-5,0,-1.8,1,8,5,4,O=C(O)CCCCCN1C(=O)/C(=C/c2ccncc2)SC1=S
5,1,-3,7,1.1,0,5,1,-10,COc1ccc(OC)c(S(=O)(=O)ON2C(=O)c3ccccc3C2=O)c1
-12,5,7,-1,-0.4,2,12,-7,-5,COc1cc(CCC(=O)N2CCN(c3ncccn3)CC2)cc(OC)c1OC
-9,7,-1,3,1.2,3,2,-2,-5,O=C(OC1CCCCC1)c1ccc(NC(=O)c2ccco2)cc1
-5,3,0,-4,-1.9,1,14,8,9,CCOc1ccc(C(=O)NN2CCOCC2)cc1

# 5 compounds from above, showing only M1 PAM, CHRM4 antagonist and M4 PAM:
Structure	M1 PAM	CHRM4 antagonist	M4 PAM
CCOc1ccccc1N1CCN(CC(=O)Nc2ccnn2C2CCCC2)CC1	-1	4	-8
CCOC(=O)c1c(-c2ccc(OC)cc2)oc2c1C(OC(C)=O)CCC2 (stereo unspecified)	/	1	-2
O=C(NCCCn1ccnc1)c1ccc(S(=O)(=O)Nc2ccccc2)cc1	3	-9	-7
COc1ccc(/C=C/C(=O)c2ccc(C(=O)/C=C/c3ccc(OC)c(OC)c3)cc2)cc1OC	2	3	-9
COC(=O)CCC(=O)OC1(C)C(=O)C=C2C=C(C3CC3)N(Cc3ccccc3)C=C2C1=O (stereo unspecified)	1	6	-4

# Going on with the list.
CRFBP-R2 block,M4 PAM,M5 PAM,CHRM5 agonist,CRFBP-R2 agonist,M4 ag,M1 PAM,CHRM4 antagonist,CHRM5 antagonist,SMILES
/,10,-2,2,/,1,0,-12,-2,CC(C)(C(=O)N1CCC1(C)C(=O)NS(=O)(=O)c1cccc(F)c1)c1ccccc1 (stereo unspecified)
-5,3,-2,-1,0.5,1,3,-5,-1,Cc1c(C)c2ccc(OCC(=O)Nc3cccnc3)cc2oc1=O
-14,-6,-4,-1,-1.2,0,1,14,15,NC(=O)/C(=C\c1ccccc1)NC(=O)c1ccc(NC(=O)c2ccccc2)cc1
/,-1,5,2,/,0,4,-3,-6,Cc1ccc2cc(F)c(F)c(F)c2n1
-24,-2,6,5,2.3,4,5,0,3,CN1CCN(C(=O)CCN2C(=O)/C(=C\c3ccc(F)cc3)SC2=S)CC1
13,7,0,-4,0.7,3,1,-3,-3,Cc1nc(SCC(=O)N2c3ccccc3NC(=O)CC2C)c2c(C)c(C)sc2n1 (stereo unspecified)
-19,17,-6,0,7.9,9,-2,-26,-7,O=C(Cn1nnc(-c2ccc(OCc3ccccc3F)cc2)n1)N1CCOCC1
11,13,8,-5,0.9,0,10,-6,-12,CCCCN(CCCNC(=O)C1CCCN(S(=O)(=O)CC)C1)Cc1ccccc1 (stereo unspecified)
-11,-1,2,-1,1.6,1,4,-3,7,O=S(=O)(NCCNc1nccc(C(F)(F)F)n1)c1ccccc1
11,-4,8,-2,0.0,1,1,6,5,O=C(CCNC(=O)c1ccc(Cl)cc1)NC1CCCc2ccccc21 (stereo unspecified)
-24,-4,-3,-1,0.5,1,-2,-1,10,O=C(Nc1ccc2c(c1)OCO2)C1CC(=O)N(c2ccccc2)C1 (stereo unspecified)
5,5,2,-2,0.7,1,1,9,-8,CC1(C)CC(CCNS(=O)(=O)c2ccccc2)(c2ccccc2)CCO1 (stereo unspecified)
2,8,-1,3,-0.2,1,11,2,0,CC1(C)O[C@@H]2[C@H](O1)[C@@H](COS(=O)(=O)O)O[C@H]2n1c(=S)[nH]c2c(=O)[nH]c(N)nc21
4,14,2,-6,0.8,-1,3,-6,-7,Cc1nc(SCC(C)C)[nH]c(=O)c1Cc1ccccc1
5,9,4,2,-2.2,1,5,-1,-2,CCC1(CC)NC(=S)NC1=S
20,9,1,-3,-0.2,-1,6,7,1,O=C(Nc1nnc(-c2ccc(Cl)cc2)o1)c1cccc(N2C(=O)CCC2=O)c1
-5,-2,-7,-1,-2.0,1,-11,-2,16,Oc1ccc2ccccc2c1/C=N/Nc1ccccc1
-11,2,3,0,0.2,1,-3,-2,-2,CCNC(=S)NCc1ccco1
6,12,8,3,-0.2,3,18,-4,6,CCOC(=O)Cn1cc(/C=C/[N+](=O)[O-])c2ccccc21
28,9,0,-3,-0.5,1,8,-3,2,CCCCC(=O)NC(Nc1ccc(C)cn1)(C(=O)OCC)C(F)(F)F (stereo unspecified)
-16,8,1,1,4.0,1,17,-5,10,NS(=O)(=O)c1ccc(NC(=O)C(=O)NCCC(=O)O)cc1
-8,21,4,-1,0.0,1,2,1,10,COC(=O)c1ccc(NC(=O)C2CCN(S(C)(=O)=O)CC2)cc1
-14,13,9,-5,-0.6,1,5,8,1,COc1ccc(C(C)=O)cc1CSCCC(=O)O
38,-2,-1,-2,1.3,0,-1,5,14,Cc1cccc(C)c1NC(=O)C(NC=O)c1ccc(Cl)cc1 (stereo unspecified)
-17,-1,-3,-3,0.1,1,18,-9,6,O=C(CN(C(=O)CNC(=O)c1ccco1)c1cccc(F)c1)NC1CCCCC1
-39,-4,-9,-2,4.6,7,11,5,7,CCc1cccc(NC(=O)c2cccc3c2C(=O)N(CC2CCCO2)C3)c1 (stereo unspecified)
3,1,2,-1,-0.7,1,2,7,-4,O=C1NCCN(CC2CCN(CCC3CCCC3)CC2)C1=O
-15,-3,4,-2,1.0,0,-1,-12,-1,COc1cccc(CC2(CO)CCCN(Cc3ccccc3Cl)C2)c1 (stereo unspecified)
-1,3,2,-3,-0.4,1,3,-1,3,O=C(CCNC(=O)c1ccc(Br)cc1)NCCCSc1ccccc1
-8,3,-8,-7,-2.0,0,-3,-10,2,CCSC(=Nc1ccccc1)Nc1ccccc1
-17,-4,0,-1,-0.4,3,12,1,-8,O=C(CSCc1ccc([N+](=O)[O-])cc1)N/N=C/c1ccncc1
9,2,-14,2,4.8,1,2,-2,11,O=C(COC(=O)c1ccc([N+](=O)[O-])o1)Nc1ncc(Cl)cc1Cl
10,4,0,0,-3.3,0,11,6,-4,N#Cc1c(Cl)nc(N/N=C/c2ccccc2)c(Cl)c1Cl
13,-3,-3,-1,-0.5,-1,-2,3,10,Cc1ccc(C)c(SCC(=O)OCC(=O)c2ccco2)c1
3,4,-1,-3,-0.4,1,9,-3,-2,CCOC(=O)CNC(=O)C12CC3CC(CC(C3)C1)C2
